hK5 inh: human KLK5 protease inhibitors, primary screen, biochemical, 1536-well. Kallikrein-5 (Homo sapiens), Q9Y337. recombinant hK5, fluorogenic AMC substrate cleavage. inhibition, % at 5 µM. 210,000 tested, 0.59% active;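 active means inhibition of 40% or more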;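 further: 0% = enzyme controls without compound and 100% = no-enzyme blanks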
Target sequence (Q9Y337 67-293 limits assumed): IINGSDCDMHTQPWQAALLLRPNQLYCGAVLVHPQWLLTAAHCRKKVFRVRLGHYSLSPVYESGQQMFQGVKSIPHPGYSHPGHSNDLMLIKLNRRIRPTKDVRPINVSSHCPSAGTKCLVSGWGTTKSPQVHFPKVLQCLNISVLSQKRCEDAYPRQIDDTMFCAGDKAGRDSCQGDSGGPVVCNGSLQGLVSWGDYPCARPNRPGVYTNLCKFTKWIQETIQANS
FXIa inh 1536: human FXIa protease inhibitors, primary screen, biochemical, 1536-well | 220,000 tested, 0.14% active | purified FXIa, Boc-Glu-Ala-Arg-AMC fluorogenic substrate | Coagulation factor XI (Homo sapiens), P03951 | inhibition, % at 5 µM;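 active means inhibition of at least 40%; inactive means inhibition below 40%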;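 further: fluorescence of freed AMC excited at 355 nm; 0% = enzyme without compound and 100% = no enzyme blank; many of its hits are not listed in these tables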
FXIIa inh: human FXIIa protease inhibitors, primary screen, biochemical, 1536-well; 220,000 tested, 0.3% active; purified FXIIa, Boc-QGR-AMC fluorogenic substrate, 2 h; inhibition, % at 5 µM; Coagulation factor XII (Homo sapiens), P00748; in the data active means inhibition above about 40%;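 further: 0% = enzyme with no compound and 100% = blank without enzyme; many of its hits are not listed in these tables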
Target sequence (P00748 20-372 limits assumed): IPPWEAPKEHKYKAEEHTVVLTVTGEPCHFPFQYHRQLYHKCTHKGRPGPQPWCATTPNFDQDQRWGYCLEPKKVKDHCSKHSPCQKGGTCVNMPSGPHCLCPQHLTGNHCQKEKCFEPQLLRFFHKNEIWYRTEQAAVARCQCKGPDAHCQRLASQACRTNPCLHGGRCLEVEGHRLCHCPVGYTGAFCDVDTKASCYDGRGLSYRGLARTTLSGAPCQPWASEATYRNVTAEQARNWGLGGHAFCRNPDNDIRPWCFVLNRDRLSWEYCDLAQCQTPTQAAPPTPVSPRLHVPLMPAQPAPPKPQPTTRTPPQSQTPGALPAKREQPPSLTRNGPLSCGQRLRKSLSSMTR
Target sequence (P00748 373-615 limits assumed): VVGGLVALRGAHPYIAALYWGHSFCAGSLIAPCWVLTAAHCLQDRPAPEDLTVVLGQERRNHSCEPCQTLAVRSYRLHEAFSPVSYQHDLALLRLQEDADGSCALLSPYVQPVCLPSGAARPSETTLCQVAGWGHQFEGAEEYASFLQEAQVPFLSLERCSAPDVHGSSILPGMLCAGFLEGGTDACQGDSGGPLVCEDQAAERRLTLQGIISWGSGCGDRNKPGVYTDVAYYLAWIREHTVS
Runt-CBFb FRET: inhibitors of RUNX1 Runt–CBFb binding, primary screen, biochemical, FRET, Cerulean-Runt, Venus-CBFb, uHTS. Runt-related transcription factor 1 (Homo sapiens) + Core-binding factor subunit beta …. Cerulean-Runt/Venus-CBFb FRET ratio 530/480, 1 h. inhibition, % at 20 µM. 220,000 tested, 0.46% active. AID 1496, 2009;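 active means inhibition over about 50% at 20 µM in the single-dose screen, limit read from the data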;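 further: 0% = DMSO wells and 100% = excess unlabeled CBFb competitor control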
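Measured by: fluorescence energy transfer, 422 nm excitation, 530/480 nm emission; Assay system: Cerulean-Runt domain; Medium: Tris pH 7.5 buffer with BSA; Measure: loss of energy transfer signal; Controls: 5 µM unlabeled CBFb as full-inhibition high control; Incubation: protein complex preformed 1 h, compound exposure 1 h, room temperature, dark.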
Runt-SMMHC FRET: inhibitors of RUNX1 Runt–CBFb-SMMHC binding, primary screen, biochemical, FRET, Cerulean-Runt, Venus-CBFb-SMMHC, uHTS | Runt-related transcription factor 1 (Homo sapiens) + Core-binding factor subunit beta … | Cerulean-Runt/Venus-CBFb-SMMHC FRET ratio 530/480, 1 h | inhibition, % at 20 µM | 220,000 tested, 0.74% active | AID 1434, 2008;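 active means mean inhibition across duplicate retests at 20 µM reaching about 50%, limit read from the data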;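 further: 0% = DMSO wells and 100% = wells with excess untagged CBFb-SMMHC; inhibitors lower the FRET ratio by blocking Runt binding to CBFb-SMMHC; some results filed as inactive read as strong as hits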
thrombin 1536: human alpha-thrombin inhibitors, primary screen, counter-screen for coagulation protease inhibitor project, biochemical, 1536-well, fluorogenic AMC substrate; Prothrombin (Homo sapiens), P00734; Boc-VPR-AMC fluorogenic substrate cleavage; inhibition, % at 5 µM; 220,000 tested, 0.26% active;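 active means inhibition at or above 40%; inactive means inhibition below 40%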;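 further: 0% = enzyme with no compound and 100% = wells without enzyme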
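System: Human alpha-thrombin protein | Medium: pH 7.5 Tris (50 mM) with NaCl 150 mM, Tween 20 0.05% | Times: Enzyme reaction carried out at room temperature | Detection: AMC fluorescence, 355/460 nm | Evaluation: Percent inhibition scaled between no-compound controls and no-enzyme blanks | Benchmarks: Enzyme without compound as high, wells lacking enzyme as low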
Wee1 degr inh: Wee1 degradation inhibitors, primary screen, cell-based, HeLa, Wee1K328M-luciferase, luminescence; reporter increase, % at 5 µM; 220,000 tested, 1.2% active; HeLa Luc-Wee1K328M stability; 100% = proteasome inhibitor MG132 effect; Wee1-like protein kinase (Homo sapiens), P30291;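 active means activation above the mean of all tested compounds plus 3 SD, set per screening run, cut at about 8.8% in these data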;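 further: cells exposed to compound for 20 h before luminescence read; 0% = DMSO alone and 100% = MG132 at 30 µM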
Hck-Nef inh: inhibitors of Nef-activated human Hck kinase, primary screen, biochemical, Z-Lyte FRET, 384-well, Hck-YEEI | Tyrosine-protein kinase HCK (Homo sapiens), P08631 | Recombinant Hck-YEEI plus Nef, Z-Lyte FRET kinase assay | inhibition, % at 20 µM | 220,000 tested, 0.68% active | AID 463187, 2010;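 active means Hck-Nef kinase inhibition above about 50%, limit read from the data; inactive means inhibition below that limit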;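 further: 0% = DMSO with Hck plus Nef and 100% = Hck alone without Nef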
14-3-3 Bad inh: inhibitors of 14-3-3 zeta/Bad binding, primary screen, biochemical, TR-FRET, bovine 14-3-3 zeta; 14-3-3 protein zeta/delta (Bos taurus), P63103; TR-FRET 14-3-3zeta/Dy647-pBad peptide displacement, 1 h; inhibition, % at 21.7 µM; 220,000 tested, 0.71% active; AID 781, 2007;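 active means inhibition above about 70%, limit read from the data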;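 further: 0% = full 14-3-3 plus peptide FRET controls and 100% = background without 14-3-3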
Target sequence (P63103 whole entry, looked up): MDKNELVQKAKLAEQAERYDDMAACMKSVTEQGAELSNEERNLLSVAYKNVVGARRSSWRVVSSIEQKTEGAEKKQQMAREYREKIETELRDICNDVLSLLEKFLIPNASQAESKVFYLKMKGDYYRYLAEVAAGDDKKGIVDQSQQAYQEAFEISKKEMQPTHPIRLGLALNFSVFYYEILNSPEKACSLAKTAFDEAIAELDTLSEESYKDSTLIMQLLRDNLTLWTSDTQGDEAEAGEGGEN
* hit, by the source's call; . = not tested or not shown; [ ] = dose if it differs, or a comment.

entry	SMILES	hK5 inh	FXIa inh 1536	FXIIa inh	Runt-CBFb FRET	Runt-SMMHC FRET
1	CC1CCN(S(=O)(=O)N2CCC(C(=O)NCCC3=CCCCC3)CC2)CC1	0	-2	9	-2	2
2	O=C(O)COc1ccc2c3c(c(=O)oc2c1)CCC3	5	3	18	0	-2
3	Cc1[nH]n(-c2ccc(Cl)c(Cl)c2)c(=O)c1CCO	.	1	8	0	-6
4	CCOC(=O)N/N=C(\C)c1ccc(C)c([N+](=O)[O-])c1	-2	0	9	1	4
5	CCCCCCC1CCC(C(=O)Nn2c(C)nc3ccccc3c2=O)CC1 (stereo not given)	34	0	10	-6	-13
6	CCOc1ccccc1OCCOCCN1CCN(Cc2ccccc2)CC1	0	-4	6	1	-3
7	O=C(NC1CCCCCC1)c1ccc(CN2CCOCC2)cc1	0	-6	-4	3	2
8	CCN(CC)C(=O)COc1ccc2oc(C)c(C(=O)OC)c2c1	-1	-1	0	-2	1

entry	thrombin 1536	Wee1 degr inh	Hck-Nef inh	14-3-3 Bad inh
1	-4	2	-18	-4
2	0	1	0	2
3	1	-1	4	-5
4	-3	6	0	-9[fluorescence artefact?]
5	2	-1	-2	2
6	-9	-1	16	84*
7	-3	7	0	4[fluorescence artefact?]
8	-3	0	9	-5

Individual results from above:
#1 @ Hck-Nef inh = -18
#4 @ thrombin 1536 = -3
#5 @ Wee1 degr inh = -1
#7 @ Runt-CBFb FRET = 3

The main list resumes with the 2 entries that preceded the break.
entry	SMILES	hK5 inh	FXIa inh 1536	FXIIa inh	Runt-CBFb FRET	Runt-SMMHC FRET
7	O=C(NC1CCCCCC1)c1ccc(CN2CCOCC2)cc1	0	-6	-4	3	2
8	CCN(CC)C(=O)COc1ccc2oc(C)c(C(=O)OC)c2c1	-1	-1	0	-2	1
9	COc1ccc(CNC(=O)C(=O)NCC(c2ccco2)N2CCOCC2)cc1 (stereo not given)	-22	5	6	1	-3
10	CC(C)CC(=O)NC(=S)Nc1ccccc1N1CCCC1	26	-16	-1	7	1
11	C=CCNC(=O)c1c(-c2c(F)cccc2Cl)noc1C	2	6	16	4	1
12	O=C(C1CCN(c2nnc(-n3cccc3)s2)CC1)N1CCOCC1	-6	-5	0	1	0
13	COc1ccc(OCC(O)Cn2c(N)nc3c2c(=O)[nH]c(=O)n3C)cc1 (stereo not given)	-2	-1	4	-3	-2
14	CC1N(C)c2cc(NC(=O)c3ccco3)ccc2C1(C)C (stereo not given)	-1	-8	2	2	-11
15	CC(C)(C)NC(=O)C(=O)NNC(=O)COc1ccc(Br)cc1	-31	-11	-1	-2	31
16	Cc1ccc2ccccc2c1COC(=O)c1nonc1N	-8	7	3	1	-1

entry	thrombin 1536	Wee1 degr inh	Hck-Nef inh	14-3-3 Bad inh
7	-3	7	0	4[fluorescence artefact?]
8	-3	0	9	-5
9	-3	0	2	-5
10	-7	4	-10	-2
11	3	1	0	15
12	-1	-4	-5	2[fluorescence artefact?]
13	-2	-1	8	-1
14	-6	4	0	7[fluorescence artefact?]
15	-10	-2	-2	-12
16	-5	2	-11	-4

Going on with the list:
entry	SMILES	hK5 inh	FXIa inh 1536	FXIIa inh	Runt-CBFb FRET	Runt-SMMHC FRET
17	COc1ccc([N+](=O)[O-])cc1NC(=O)C1CCCO1 (stereo not given)	-12	1	1	0	-3
18	Cc1cc(NC(=O)c2cccnc2)ccc1NC(=O)c1ccco1	-6	-1	4	0	-2
19	COc1cc(-c2nnc(SCc3c(F)cccc3Cl)o2)cc(OC)c1OC	6	1	6	-6	-6
20	C=CCNC(=S)Nc1ccc(C(N)=O)cc1	-2	-4	4	0	-5
21	CC1CCCCN1S(=O)(=O)c1ccc(S(=O)(=O)N2CCN(c3ccccc3)CC2)cc1 (stereo not given)	-26	-9	30	-2	4
22	O=C(Cn1ccc(C(F)(F)F)n1)N/N=C/c1cccs1	-21	-2	6	-3	1
23	CCOC(=O)N1CCN(C(=O)C2COc3ccccc3O2)CC1 (stereo not given)	-20	4	14	0	5
24	O=C(CCCN1C(=O)/C(=C/c2ccccc2)SC1=S)Nc1ccc(O)cc1	0	0	8	-4	-3

entry	thrombin 1536	Wee1 degr inh	Hck-Nef inh	14-3-3 Bad inh
17	-6	-1	6	-7
18	-2	-3	5	-6
19	-4	3	1	10
20	4	1	12	-2
21	-14	-3	4	-8
22	-4	-2	5	-23[fluorescence artefact?]
23	1	0	-1	1
24	-3	-2	23	-10

The results go on:
entry	SMILES	hK5 inh	FXIa inh 1536	FXIIa inh	Runt-CBFb FRET	Runt-SMMHC FRET
25	CCOc1ccccc1-n1c(SCC(=O)NC)nnc1-c1ccco1	3	-3	8	2	0
26	CCc1ccc(OCC(=O)Nc2ccc3c(c2)COC3=O)cc1	-2	-1	1	-2	-1
27	Cc1ccc(-n2c3c(cc(C(=O)NCc4ccco4)c2=O)C(=O)CC(C)(C)C3)cc1	-19	2	13	-1	2
28	Oc1ccc(N=C/C=C/c2cccc(Br)c2)cc1-c1nc2ccccc2s1	-14	5	4	23	29
29	COc1cc2c(cc1C1NC(=S)NC(C)=C1C(=O)N(C)C)CCCC2 (stereo not given)	-18	-1	5	0	1
30	CC1(C)CC2CC(C)(CN2C(=O)COc2cccc3ccccc23)C1 (stereo not given)	-26	5	0	-2	1
31	Cn1cccc1C(C(=O)NC1CCCCC1)N(C(=O)Cc1cccs1)c1ccc2c(c1)OCO2 (stereo not given)	-23	0	11	-1	-6
32	CCNc1nc(SCCOc2ccc(Cl)cc2Cl)nc(N(C)C)n1	-9	-5	5	-2	0

entry	thrombin 1536	Wee1 degr inh	Hck-Nef inh	14-3-3 Bad inh
25	-3	2	2	2
26	-17	1	0	1
27	1	-2	-4	-13
28	-11	3	14	6
29	-12	0	1	-21[fluorescence artefact?]
30	-3	0	-1	8
31	3	-1	3	-7
32	0	-1	21	-14

Other results.
entry	SMILES	hK5 inh	FXIa inh 1536	FXIIa inh	Runt-CBFb FRET	Runt-SMMHC FRET
33	Clc1ccc(OCCn2c(-c3ccco3)nc3ccccc32)cc1	-15	7	8	24	30
34	OCc1ccnc(Cl)c1	1	4	1	2	-1
35	O=C(CCSc1ccccc1)NC1CCCCCC1	-7	-5	4	0	3
36	COCCNc1ncnc2c1cnn2Cc1ccc(Cl)cc1	-13	-7	-4	-1	11
37	CC(=O)/C(=C\N(C)C)Sc1ccc(C)cc1	2	-2	5	-1	1
38	O=C(CSc1ncccn1)NCc1cccs1	2	1	4	-1	-1
39	O=C(COc1ccc(Cl)cc1[N+](=O)[O-])NC1CCCCC1	.	0	9	-2	3
40	O=C1Nc2ccccc2S/C1=C/Nc1cccc(Cl)c1	1	-1	-1	4	-48

entry	thrombin 1536	Wee1 degr inh	Hck-Nef inh	14-3-3 Bad inh
33	-2	-1	6	-16
34	-2	2	-1	4
35	-11	1	-23	-3
36	-13	0	12	0
37	-5	0	22	-2
38	-6	4	21	-11
39	0	9	0	-4
40	-4	1	0	.

Remaining list, next part
entry	SMILES	hK5 inh	FXIa inh 1536	FXIIa inh	Runt-CBFb FRET	Runt-SMMHC FRET
41	O=C1C2=C(Nc3ccccc3SC2c2ccco2)c2ccccc21 (stereo not given)	-8	4	18	27	-5
42	COc1ccc(C(=O)CN2C(=O)NC3(CCCCC3)C2=O)cc1OC	7	3	13	0	1
43	O=C(Nc1nccs1)c1cccc(N2C(=O)c3cccc4c([N+](=O)[O-])ccc(c34)C2=O)c1	-18	-10	4	-1	-35
44	Nc1ccccc1C(=O)NNc1c2ccccc2nc2ccccc12	6	5	13	3	7
45	Cn1c(C(=O)c2ccncc2)cc2ccccc21	-3	0	6	-2	-6
46	O=C(O)c1ccc(N/N=C/C=C/c2ccccc2)cc1	3	2	11	20	21
47	Cc1cc2oc(=O)cc(Cn3nnc(-c4ccc(Cl)cc4)n3)c2cc1C(C)C	-4	-4	5	0	3
48	Nc1cc2c(cc1[N+](=O)[O-])OCCOCCOCCO2	-4	-7	0	-1	-2

entry	thrombin 1536	Wee1 degr inh	Hck-Nef inh	14-3-3 Bad inh
41	-6	-2	-1	-12[fluorescence artefact?]
42	3	-3	18	4
43	-1	1	52*	77*[fluorescence artefact?]
44	-4	4	23	-7
45	-3	-2	10	4
46	-2	3	26	-5
47	-14	-3	0	-1[fluorescence artefact?]
48	-9	-2	13	-8

New compounds follow.
entry	SMILES	hK5 inh	FXIa inh 1536	FXIIa inh	Runt-CBFb FRET	Runt-SMMHC FRET
49	CC(C)(C)CC(=O)NC(=S)N1CCCCCC1	0	-4	8	-1	4
50	COc1ccc(NC(=O)CSc2nnc(C)n2Cc2ccccc2)cc1	-9	-4	6	-1	-8
51	CC(C)(O)C#Cc1ccc(C(=O)NCc2cccs2)s1	3	2	0	-1	2
52	CCC(c1c(C)n(C)n(-c2ccccc2)c1=O)c1c(C)n(C)n(-c2ccccc2)c1=O	-30	7	16	0	-2
53	O=C(c1cc2nc(-c3ccco3)cc(C(F)(F)F)n2n1)N1CCCCCC1	10	5	2	-6	-13
54	Cc1cc(C(F)(F)F)nn1CC(=O)NNC(=S)Nc1cccc(Cl)c1	-25	2	13	4	2
55	Nc1nc(SCc2ccccc2)[nH]c(=O)c1-c1ccccc1	3	3	9	-1	4
56	Cc1[nH]nc2c1C(c1cccnc1)N(c1ccc(Br)cc1)C2=O (stereo not given)	-12	-5	4	0	-5

entry	thrombin 1536	Wee1 degr inh	Hck-Nef inh	14-3-3 Bad inh
49	-2	3	1	-6
50	-3	0	1	7
51	2	-2	2	5
52	2	-1	-2	-7
53	-3	1	4	5
54	-1	-1	1	-22
55	0	0	6	5
56	-1	0	0	3

Quoted at random: 4 records from the list.
entry	SMILES	hK5 inh	FXIa inh 1536	FXIIa inh	Runt-CBFb FRET	Runt-SMMHC FRET
53	O=C(c1cc2nc(-c3ccco3)cc(C(F)(F)F)n2n1)N1CCCCCC1	10	5	2	-6	-13
50	COc1ccc(NC(=O)CSc2nnc(C)n2Cc2ccccc2)cc1	-9	-4	6	-1	-8
49	CC(C)(C)CC(=O)NC(=S)N1CCCCCC1	0	-4	8	-1	4
55	Nc1nc(SCc2ccccc2)[nH]c(=O)c1-c1ccccc1	3	3	9	-1	4

entry	thrombin 1536	Wee1 degr inh	Hck-Nef inh	14-3-3 Bad inh
53	-3	1	4	5
50	-3	0	1	7
49	-2	3	1	-6
55	0	0	6	5

Compound activity deposited in PubChem by several laboratories.
